# Compound activity: PubChem BioAssay, several laboratories
# PMI activator: activators of human PMI, primary screen, biochemical, fluorescence intensity, near-Km mannose 6-phosphate | purified human PMI, coupled resazurin fluorescence, 20 min; active compounds read high; 1 = vehicle control, 0 substrate-free wells | AID 1214, 2008 | Mannose-6-phosphate isomerase (Homo sapiens), P34949 | 190,000 compounds, 0.005% hits | activation factor at 20 µM;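 active = activation factor of 2 or more at 20 µM, relative to plate controls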
# NF-kB expr up: activators of NF-kB expression in neurons, primary screen, cell-based, HTS; human neuronal cells, NF-kB reporter expression; active compounds read high; fold change at 12.5 µM; 190,000 compounds, 1.6% hits; in the data active = fold change above about 3.3
# TNAP inh hiacc: human TNAP enzyme inhibitors, primary screen, biochemical, luminescent, high phosphate acceptor level, uHTS. Alkaline phosphatase, tissue-nonspecific isozyme (Homo sapiens), P05186. purified TNAP, CDP-star luminescence, 1 M DEA. inhibition, % at 20 µM. 200,000 compounds, 0.03% hits. AID 1135, 2008;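 active = over 50% inhibition of tissue-nonspecific alkaline phosphatase at 20 µM in the single-dose screen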;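 note: plate controls were DMSO wells for no effect and EDTA-quenched wells as full inhibition for full effect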
# Target sequence (P05186 whole entry, looked up): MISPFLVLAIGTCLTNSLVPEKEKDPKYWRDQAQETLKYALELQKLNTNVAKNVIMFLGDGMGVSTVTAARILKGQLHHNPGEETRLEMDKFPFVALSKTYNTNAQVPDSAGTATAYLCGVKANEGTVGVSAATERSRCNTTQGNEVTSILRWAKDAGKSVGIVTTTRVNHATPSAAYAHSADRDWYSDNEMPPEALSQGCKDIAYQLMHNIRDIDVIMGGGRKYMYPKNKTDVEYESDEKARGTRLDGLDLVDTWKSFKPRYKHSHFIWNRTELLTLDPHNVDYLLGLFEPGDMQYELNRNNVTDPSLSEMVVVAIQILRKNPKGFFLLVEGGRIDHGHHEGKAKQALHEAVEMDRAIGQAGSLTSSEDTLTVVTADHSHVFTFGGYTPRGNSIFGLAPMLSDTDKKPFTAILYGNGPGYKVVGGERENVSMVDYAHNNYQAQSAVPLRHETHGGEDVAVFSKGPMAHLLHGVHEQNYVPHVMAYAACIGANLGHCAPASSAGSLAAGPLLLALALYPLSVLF
# TNAP inh noacc: human TNAP enzyme inhibitors, primary screen, biochemical, luminescent, no phosphate acceptor, uHTS; purified TNAP, CDP-star luminescence, 30 min; inhibition, % at 20 µM; 200,000 compounds, 0.26% hits;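 active = tissue-nonspecific alkaline phosphatase inhibition above about 50% at 20 µM in the single-dose screen, limit read from the data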;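 note: 0% = DMSO negative control and 100% = EDTA positive control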
# FLuc stim CS: FLuc activators, initial screening, artefact control for FLuc-dependent activation tests, biochemical, ATPlite luminescence. Luciferin 4-monooxygenase (Photinus pyralis), P08659. ATPlite luciferase biochemical, 10 min; 0 = ATP-free wells, 1 = DMSO control. activation factor at 10 µM. 200,000 tested, under 10 active;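 active = luciferase activation factor, scaled between plate controls, of at least 2 with compound at 10 µM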
# Target sequence (P08659 whole entry, looked up): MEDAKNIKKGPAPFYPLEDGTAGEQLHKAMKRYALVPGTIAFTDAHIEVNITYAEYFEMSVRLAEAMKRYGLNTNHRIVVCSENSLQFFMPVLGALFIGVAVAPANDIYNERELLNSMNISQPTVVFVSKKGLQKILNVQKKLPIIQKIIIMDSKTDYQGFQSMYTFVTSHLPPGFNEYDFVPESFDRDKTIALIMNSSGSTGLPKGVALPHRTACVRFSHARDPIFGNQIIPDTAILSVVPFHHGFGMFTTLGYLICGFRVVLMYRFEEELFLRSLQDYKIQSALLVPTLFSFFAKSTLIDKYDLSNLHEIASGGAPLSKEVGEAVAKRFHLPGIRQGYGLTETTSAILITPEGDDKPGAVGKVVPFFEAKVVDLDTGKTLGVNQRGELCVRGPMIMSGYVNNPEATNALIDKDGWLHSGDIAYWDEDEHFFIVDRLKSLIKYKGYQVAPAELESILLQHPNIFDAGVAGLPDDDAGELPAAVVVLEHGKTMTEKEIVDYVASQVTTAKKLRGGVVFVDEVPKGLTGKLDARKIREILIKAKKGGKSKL
#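 Assay system: Luciferase/luciferin detection reagent, cell-free biochemical luciferase assay / Read-out: luciferase activation / Benchmarks: No-ATP low control, compound-free enzyme-plus-ATP high control / Medium: PBS buffer for ATP / Detection: luminescence measurement of luciferase light output / Schedule: 10 min at ambient temperature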
# FLuc inhib CS: firefly luciferase enzyme inhibitors, primary screen, artefact control for luciferase-based inhibitor screens, biochemical, luminescence, ATPLite; Luciferin 4-monooxygenase (Photinus pyralis), P08659; 10 min; inhibition, % at 10 µM; 200,000 compounds, 1.5% hits; AID 1006, 2008;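 active = inhibition above about 50% when tested at 10 µM, limit read from the data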
# PMI act hi M6P: human PMI activators, high substrate, primary screen, biochemical, fluorescence intensity, near-saturating mannose 6-phosphate. 190,000 compounds, 0.34% hits. activation factor at 20 µM. coupled PMI enzyme assay, resazurin fluorescence, 20 min; active compounds read high; 1 = untreated enzyme, 0 = substrate-free blank;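 active = activation factor of 2 or more at 20 µM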
#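 Test system: human phosphomannose isomerase with PGI, G6PDH, diaphorase coupling enzymes; amount: 15 ng/mL PMI; incubation: enzyme reaction with compound 20 min at room temperature; technique: resorufin fluorescence (Ex 544/Em 590 nm) from resazurin via diaphorase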
# APP 5'UTR act: activators of APP 5'UTR luciferase reporter, primary screen, SH-SY5Y cells; SH-SY5Y APP 5'UTR luciferase reporter, luminescence; zero percent = DMSO vehicle wells; activation, % at 2 µM; 190,000 compounds, 1% hits; AID 1276, 2008;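 active = activation above a set limit, based on mean plus 3 SD of controls, cut at about 140% in these data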; note: values of inactives mirror those of a sister screen read the other way
# TNAP act hiacc: TNAP activators at high phosphate acceptor level, primary screen, biochemical, luminescence, uHTS | AID 1136, 2008 | purified TNAP, CDP-star luminescence, 1 M DEA, 30 min; active compounds read high; 0 = EDTA background, 1 = DMSO-only activity | Alkaline phosphatase, tissue-nonspecific isozyme (Homo sapiens), P05186 | 200,000 tested, under 10 active | activation factor at 20 µM;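 active = activation factor at least 2 at 20 µM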
#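 system = human TNAP | amount = enzyme diluted 1/800 final | reagent = 100 µM CDP-star substrate | signal = luminescent substrate turnover signal | dosing = one dose, 20 µM | benchmarks = EDTA negative control, DMSO positive control | measure = activation factor | timing = 30 min reaction, room temperature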
# bIAP act: bovine intestinal alkaline phosphatase activators, primary screen, biochemical, bovine IAP, CDP-star luminescence. alkaline phosphatase, intestinal [Bos taurus]. purified bovine IAP, 30 min; active compounds read high; fold of DMSO-control signal, blank-subtracted. activation factor at 20 µM. 200,000 compounds, 0.17% hits. AID 1016, 2008;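 active = activation factor of 2 or more at 20 µM, a signal rise over negative controls twice the positive control's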
# The depositor's hits bear a star; · = no result given. Rows were taken by chance; 3.6% or so of the library scored in one or more.
SMILES,PMI activator,NF-kB expr up,TNAP inh hiacc,TNAP inh noacc,FLuc stim CS,FLuc inhib CS,PMI act hi M6P,APP 5'UTR act,TNAP act hiacc,bIAP act
COc1ccc(OCC(=O)Nn2c(-c3ccc(OC)cc3)nc3ccccc3c2=O)cc1,1.1,1.12,-7.6,-3.7,1,-2.2,1.1,19.8,1.1,1.3
O=C(c1ccccc1NS(=O)(=O)c1cccs1)N1CCOCC1,1.1,0.99,-6.7,-3.9,1.1,-9.4,1.2,-4.9,1.1,0.3
Cc1cccc(C)c1NC(=O)C(=O)NCCCN1CCOCC1,1.1,1.2,0.5,-17.0,1.1,-5.0,1.1,-4.4,1,1.4
C=CCn1c(SCC(=O)NCC2CCCO2)nnc1C1CCCCC1 (stereo not given),0.9,1.15,0.1,-5.3,1,-1.6,1,-6.2,1,1
O=C(O)/C=C/C(=O)NNC(=O)c1ccc(Br)cc1,1.1,1.3,-1.3,-10.8,1,0.6,1.2,10.8,1,0.9
Cc1c(NS(=O)(=O)c2ccc3c(c2)OCCO3)cccc1-c1nc2cccnc2s1,0.9,0.76,-6.5,3.1,1.1,-6.7,0.9,4.8,1.1,1.2
CCOC(=O)C1CCN(C(=O)CNS(=O)(=O)c2cccs2)CC1,0.9,1.05,-7.1,-12.3,1.1,-7.2,0.9,9.4,1.1,0.7
CCS(=O)(=O)N1CCC(NC(C)=O)(c2ccccc2)CC1,1,1.11,-5.4,-12.0,1,-4.4,1,7.8,1.1,1
COc1ccc(N=C2NC(=O)S/C2=C\c2ccc(N(C)C)cc2)cc1,0.7,1.61,17.4,9.6,0.8,18.6,0.7,22.7,0.8,0.8
COc1cc(Cn2c(C(=O)O)cc3sccc32)cc(OC)c1OC,0.8,0.88,2.5,-7.3,1,-3.3,0.9,-8.4,1,1
O=C(CCCc1c[nH]c2ccccc12)N1CCN(S(=O)(=O)c2cccs2)CC1,0.8,1.08,-1.0,-8.2,1,-3.3,0.8,-0.9,1,0.8
NS(=O)(=O)c1ccc(NC(=O)COC(=O)C2CC(=O)N(Cc3ccccc3)C2)cc1 (stereo not given),1.1,1.37,-4.7,-17.0,1,-3.1,1.1,8.1,1,1.1
Cc1nn(C)cc1/C=N\NC(=O)c1ccc2c(c1)c(C)c(C)n2Cc1ccccc1,0.9,0.98,-27.6,-130.3,1,-4.6,0.9,-37.3,1.3,8.3*
CCOC(=O)C(NC(=O)NCc1ccc(F)cc1)(OCC)C(F)(F)F (stereo not given),1,1.08,-2.2,-10.6,1.1,-5.4,1,-2.0,1,1
O=C(CN1CCN(C2CCCCC2)CC1)NCCC1=CCCCC1,1,0.88,6.0,14.1,1,-1.8,1,-6.3,0.9,1
Cc1cc(C)c2c(=O)[nH]n(C3CCOC(C)(C)C3)c2n1 (stereo not given),1.1,0.98,-4.0,-15.2,1.1,-8.4,1.1,3.1,1,0.9
O=C(NCCCn1ccnc1)c1cc2ccccc2oc1=O,1,1.43,14.6,47.8,1.1,-6.9,1,10.2,0.9,0.9
CCO[C@H]1OC(C(=O)N2CCN(Cc3ccc4c(c3)OCO4)CC2)=C[C@@H](c2ccccc2)[C@@H]1CCCO,0.9,0.73,-5.3,-6.5,1,-4.2,0.9,-9.5,1.1,1.1
N#C/C(=C\c1cn[nH]c1-c1ccccc1Br)C(=O)O,1,1.18,-5.3,10.5,1,-4.1,1,-19.1,1.1,1
CCOC(=O)c1[nH]c(=O)[nH]c1COC(=O)c1cc2ccccc2o1,1.1,1.15,-5.2,-5.7,1,0.6,1.1,-9.2,1.1,1.3

# Random excerpt: 5 entries already listed, in no set order.
SMILES,PMI activator,NF-kB expr up,TNAP inh hiacc,TNAP inh noacc,FLuc stim CS,FLuc inhib CS,PMI act hi M6P,APP 5'UTR act,TNAP act hiacc,bIAP act
O=C(O)/C=C/C(=O)NNC(=O)c1ccc(Br)cc1,1.1,1.3,-1.3,-10.8,1,0.6,1.2,10.8,1,0.9
O=C(NCCCn1ccnc1)c1cc2ccccc2oc1=O,1,1.43,14.6,47.8,1.1,-6.9,1,10.2,0.9,0.9
COc1ccc(OCC(=O)Nn2c(-c3ccc(OC)cc3)nc3ccccc3c2=O)cc1,1.1,1.12,-7.6,-3.7,1,-2.2,1.1,19.8,1.1,1.3
O=C(c1ccccc1NS(=O)(=O)c1cccs1)N1CCOCC1,1.1,0.99,-6.7,-3.9,1.1,-9.4,1.2,-4.9,1.1,0.3
O=C(CCCc1c[nH]c2ccccc12)N1CCN(S(=O)(=O)c2cccs2)CC1,0.8,1.08,-1.0,-8.2,1,-3.3,0.8,-0.9,1,0.8

# (next part)
SMILES,PMI activator,NF-kB expr up,TNAP inh hiacc,TNAP inh noacc,FLuc stim CS,FLuc inhib CS,PMI act hi M6P,APP 5'UTR act,TNAP act hiacc,bIAP act
Cc1ccccc1NC(=S)NNC(=O)c1cccnc1,1,0.96,-5.6,0.8,0.9,7.7,1,-16.8,1.1,0.9
CCCNC1CCS(=O)(=O)C1 (stereo not given),0.9,1.1,-2.5,-5.5,1,-4.1,1,1.8,1,0.9
O=C(c1cc([N+](=O)[O-])ccc1N1CCCCC1)N1CCCC1,1,0.9,4.9,-0.5,1,-1.1,1,18.2,1,1.2
Cc1ccc(C(=O)CC2(O)C(=O)N(C)c3ccccc32)s1 (stereo not given),0.9,1.12,-1.6,-1.3,1,-1.3,0.9,-1.0,1,1.2
COC(=O)c1[nH]c2cccc(OC)c2c1NC(=O)CCN1CCN(c2ccccc2F)CC1,1,0.75,-0.8,-0.5,1,-4.8,1,6.9,1,1
CCC(C)SCc1nc2ccccc2[nH]1 (stereo not given),1.1,1.36,-6.4,-1.5,1,-3.7,1,0.1,1.1,1
O=C1N=C2N(CCN3CCCCC3)c3ccccc3N2/C1=C\c1ccc([N+](=O)[O-])o1,·,1.02,4.1,1.1,1,-1.3,·,-96.1,1,1.1
COc1ccccc1N1CCN(CC(=O)N2N=CCC2c2ccccc2)CC1 (stereo not given),1,0.95,-3.4,-15.5,1.1,-9.5,1,-7.4,1,1
O=C(CS(=O)(=O)c1ccccc1)N1CCc2ccccc21,1,2.33,-6.2,-4.7,0.8,23.0,1.1,51.2,1.1,0.9
Cc1sc2c(c1C)c(=O)nc1n2Cc2ccccc2-1,0.8,1.43,-2.4,-8.6,1,-1.2,0.9,-3.5,1,0.8
Cc1ccc(-n2nc3c4c(cccc4c2=O)-c2ccccc2-3)cc1,0.9,1.19,-1.8,-6.3,1,-2.0,0.9,5.3,1,1
O=C1c2ccccc2-c2c1nc1c([n+]2[O-])CCCC1,1,1.06,-5.0,-10.2,1,-3.1,0.6,3.4,1.1,1
COc1cc2c(cc1NC(=O)Cn1cnc3c1c(=O)n(C)c(=O)n3C)oc1ccccc12,0.9,1.49,-9.1,-12.2,1.1,-5.4,1,4.2,1.1,1
COc1ccc(OCCCC(=O)Nc2nncs2)cc1,1,1.1,-4.0,-13.8,1,-3.1,1.1,-14.4,1,0.9
O=C(/C=C/c1ccc(Br)cc1)NCc1cccs1,0.9,1.59,-5.2,-11.8,0.9,7.9,0.9,9.7,1.1,1.1
O=C1COc2ccc(-c3csc(NCCc4ccccc4)n3)cc2N1,1,1.31,-5.1,-20.4,1,-1.9,1.1,15.0,1.1,1.1
O=C(COc1ccccc1Br)NCc1ccco1,0.9,1.68,-7.5,-12.6,1,2.1,0.9,15.8,1.1,0.9
CCOc1cc(C2C3=C(CC(C)(C)CC3=O)OC3=C2C(=O)CC(C)(C)C3)cc([N+](=O)[O-])c1O,0.9,1,17.0,15.4,1,-2.1,0.8,-1.9,0.8,0.9
Cc1cc(C)cc(NS(=O)(=O)c2ccc(NC(=S)Nc3ccccc3)cc2)c1,0.9,0.92,-3.7,2.0,1,-3.1,0.8,2.2,1,0.9
O=C(N/N=C/c1ccc(O)c(O)c1)C1c2ccccc2Oc2ccccc21,0.6,0.92,4.7,47.3,1,1.4,0.6,1.0,1,1.1
O=C(Nc1cccc(-c2cn3ccsc3n2)c1)c1ccccc1,1,0.86,-5.0,8.1,0.9,12.1,1,10.0,1.1,1
COc1ccc(OC)c(/C=C/C(=O)OCC(=O)Nc2cccc(Oc3ccccc3)c2)c1,0.9,1.29,-7.9,-15.8,1.1,-7.8,1,-31.0,1.1,1
CCOc1cc(N2CCOCC2)c(OCC)cc1NC(=O)COc1ncnc2ccc(Br)cc12,0.8,1.06,1.9,-7.3,1,-3.8,0.8,26.9,1,1
COc1ccc2c(c1)c1nnc(SCC(=O)N3CCCCC3C)nc1n2C (stereo not given),1,0.56,-4.6,-11.8,1.1,-7.8,1,-2.2,1,1
CC(=O)Nc1sc2c(c1C(c1cccc(Cl)c1)N1CCN(CCO)CC1)CCCC2 (stereo not given),1,0.96,-1.1,-5.8,1,-4.3,1,-8.3,1,1.2
CC(C)CNC(=S)NNC(=O)c1ccccc1OC(F)F,1.1,0.88,-8.2,-4.3,1.1,-8.6,1,-8.3,1.1,1.3
Fc1ccc(Nc2ccnc(Nc3ccc(F)cc3)n2)cc1,0.8,2.86,-4.1,-2.7,0.9,5.3,0.8,76.7,1,1
Cc1cc(C)c(S(=O)(=O)c2cccc(Cl)c2)c(Cl)n1,1,0.98,-5.1,4.7,1,-2.2,1.1,2.1,1.1,0.9
CC(=O)c1ccc(NS(=O)(=O)c2cccc(C)c2)cc1,0.9,1.61,-1.0,-4.8,1,-2.1,0.9,26.5,1,0.9
CCOCCCNC(=O)C(c1ccc(C)cc1)N(Cc1ccc2c(c1)OCO2)C(=O)c1cnccn1 (stereo not given),0.9,0.94,1.1,-4.9,1.1,-6.2,1,-7.3,1,1
N#Cc1c(NC(=O)Cn2c(=O)oc3ccccc32)oc(-c2ccccc2)c1-c1ccccc1,0.9,1.17,0.2,-4.8,1,0.1,0.9,-5.0,1,0.9
CC(Sc1ccc(S(=O)(=O)N2CCOCC2)cc1[N+](=O)[O-])C(=O)O (stereo not given),1.1,1.11,-0.9,-11.3,1,-3.8,1,2.3,1,0.9
Cc1cccc(-c2cc3nc(-c4ccccc4)cc(N4CCC5(CC4)OCCO5)n3n2)c1,0.8,0.7,-3.9,-4.9,1,-3.8,0.8,-26.7,1,1
COc1nccnc1NS(=O)(=O)c1ccc(NC(=O)c2cccc(C)c2)cc1,1.1,1.12,-0.7,-2.4,1,1.0,1,16.0,1,0.9
NNc1nc(-c2ccccc2)c2ccccc2n1,0.9,0.9,-1.2,14.0,1,-3.8,0.9,-0.5,1,0
